# BioA inh = M. tuberculosis BioA enzyme inhibitors, primary screen, biochemical, plate reader, single point, HTS | purified M. tuberculosis BioA enzyme | inhibition, % at 9.99 µM | 360,000 tested, 0.096% active | AID 602481, 2012; in the data active = inhibition above about 40%
# UGM FP inh = M. tuberculosis UGM enzyme inhibitors, primary screen, biochemical, fluorescence polarization, single point. inhibition, % at 10 µM. 320,000 tested, 0.06% active. purified UGM, fluorescence polarization probe displacement. UDP-galactopyranose mutase (Mycobacterium tuberculosis (strain ATCC 25618 / H37Rv)), …; in the data active = inhibition above about 10%, passing the limit was not always enough
# PfHsp40 rescue = rescue of yeast from PfHsp40 toxicity, primary screen, S. cerevisiae, ATP luminescence; S. cerevisiae expressing PfHsp40, growth rescue; AID 504582, 2011; 340,000 tested, 0.68% active; growth rescue, % at 12.5 µM; in the data active = growth rescue above about 28%, passing the limit was not always enough;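 note: yeast W303a lacking pdr1 and pdr3 grown in galactose medium; growth measured after three days at 30 °C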
# Y pestis TopoI = Yersinia pestis topoisomerase I inhibitors, primary screen, biochemical, cleavage product accumulation, plate reader, single point; activity, % at 10 µM; 360,000 tested, 0.064% active; Y. pestis Topo-I cleavage product accumulation; DNA topoisomerase I (Yersinia pestis CO92); in the data active = activity above about 50%, passing the limit was not always enough; note: inactives centre near 2
# Mtb FBA inh = Mtb FBA enzyme inhibitors, primary screen, biochemical, fluorescence, strain H37Rv. inhibition, % at 1 µM. Fructose-bisphosphate aldolase (Mycobacterium tuberculosis (strain ATCC 25618 / H37Rv)), …. 360,000 tested, 2.3% active. AID 588726, 2011. purified M. tuberculosis FBA, fluorescence read-out; in the data active = inhibition above about 27%;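 note: 0% = vehicle and 100% = reference inhibitor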
# GDH-TPI counter = GDH-TPI coupling enzyme inhibitors, primary screen, artefact control for M. tuberculosis FBA inhibitor project, biochemical, absorbance, full deck. GDH-TPI coupled enzyme counterscreen, NADH absorbance. inhibition, % at 4.8 µM. 360,000 tested, 1.2% active. AID 588335, 2011; in the data active = inhibition above about 30%;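 note: 0% = DMSO wells and 100% = wells lacking the enzyme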
# TcdB GH inh = TcdB glycohydrolase inhibitors, primary screen, biochemical, single point, plate reader; Toxin B (Clostridioides difficile), P18177; TcdB glycohydrolase enzymatic assay; inhibition, % at 9.99 µM; 350,000 tested, 0.24% active; AID 652162, 2013; in the data active = inhibition above about 10%
# Target sequence (P18177 whole entry, looked up): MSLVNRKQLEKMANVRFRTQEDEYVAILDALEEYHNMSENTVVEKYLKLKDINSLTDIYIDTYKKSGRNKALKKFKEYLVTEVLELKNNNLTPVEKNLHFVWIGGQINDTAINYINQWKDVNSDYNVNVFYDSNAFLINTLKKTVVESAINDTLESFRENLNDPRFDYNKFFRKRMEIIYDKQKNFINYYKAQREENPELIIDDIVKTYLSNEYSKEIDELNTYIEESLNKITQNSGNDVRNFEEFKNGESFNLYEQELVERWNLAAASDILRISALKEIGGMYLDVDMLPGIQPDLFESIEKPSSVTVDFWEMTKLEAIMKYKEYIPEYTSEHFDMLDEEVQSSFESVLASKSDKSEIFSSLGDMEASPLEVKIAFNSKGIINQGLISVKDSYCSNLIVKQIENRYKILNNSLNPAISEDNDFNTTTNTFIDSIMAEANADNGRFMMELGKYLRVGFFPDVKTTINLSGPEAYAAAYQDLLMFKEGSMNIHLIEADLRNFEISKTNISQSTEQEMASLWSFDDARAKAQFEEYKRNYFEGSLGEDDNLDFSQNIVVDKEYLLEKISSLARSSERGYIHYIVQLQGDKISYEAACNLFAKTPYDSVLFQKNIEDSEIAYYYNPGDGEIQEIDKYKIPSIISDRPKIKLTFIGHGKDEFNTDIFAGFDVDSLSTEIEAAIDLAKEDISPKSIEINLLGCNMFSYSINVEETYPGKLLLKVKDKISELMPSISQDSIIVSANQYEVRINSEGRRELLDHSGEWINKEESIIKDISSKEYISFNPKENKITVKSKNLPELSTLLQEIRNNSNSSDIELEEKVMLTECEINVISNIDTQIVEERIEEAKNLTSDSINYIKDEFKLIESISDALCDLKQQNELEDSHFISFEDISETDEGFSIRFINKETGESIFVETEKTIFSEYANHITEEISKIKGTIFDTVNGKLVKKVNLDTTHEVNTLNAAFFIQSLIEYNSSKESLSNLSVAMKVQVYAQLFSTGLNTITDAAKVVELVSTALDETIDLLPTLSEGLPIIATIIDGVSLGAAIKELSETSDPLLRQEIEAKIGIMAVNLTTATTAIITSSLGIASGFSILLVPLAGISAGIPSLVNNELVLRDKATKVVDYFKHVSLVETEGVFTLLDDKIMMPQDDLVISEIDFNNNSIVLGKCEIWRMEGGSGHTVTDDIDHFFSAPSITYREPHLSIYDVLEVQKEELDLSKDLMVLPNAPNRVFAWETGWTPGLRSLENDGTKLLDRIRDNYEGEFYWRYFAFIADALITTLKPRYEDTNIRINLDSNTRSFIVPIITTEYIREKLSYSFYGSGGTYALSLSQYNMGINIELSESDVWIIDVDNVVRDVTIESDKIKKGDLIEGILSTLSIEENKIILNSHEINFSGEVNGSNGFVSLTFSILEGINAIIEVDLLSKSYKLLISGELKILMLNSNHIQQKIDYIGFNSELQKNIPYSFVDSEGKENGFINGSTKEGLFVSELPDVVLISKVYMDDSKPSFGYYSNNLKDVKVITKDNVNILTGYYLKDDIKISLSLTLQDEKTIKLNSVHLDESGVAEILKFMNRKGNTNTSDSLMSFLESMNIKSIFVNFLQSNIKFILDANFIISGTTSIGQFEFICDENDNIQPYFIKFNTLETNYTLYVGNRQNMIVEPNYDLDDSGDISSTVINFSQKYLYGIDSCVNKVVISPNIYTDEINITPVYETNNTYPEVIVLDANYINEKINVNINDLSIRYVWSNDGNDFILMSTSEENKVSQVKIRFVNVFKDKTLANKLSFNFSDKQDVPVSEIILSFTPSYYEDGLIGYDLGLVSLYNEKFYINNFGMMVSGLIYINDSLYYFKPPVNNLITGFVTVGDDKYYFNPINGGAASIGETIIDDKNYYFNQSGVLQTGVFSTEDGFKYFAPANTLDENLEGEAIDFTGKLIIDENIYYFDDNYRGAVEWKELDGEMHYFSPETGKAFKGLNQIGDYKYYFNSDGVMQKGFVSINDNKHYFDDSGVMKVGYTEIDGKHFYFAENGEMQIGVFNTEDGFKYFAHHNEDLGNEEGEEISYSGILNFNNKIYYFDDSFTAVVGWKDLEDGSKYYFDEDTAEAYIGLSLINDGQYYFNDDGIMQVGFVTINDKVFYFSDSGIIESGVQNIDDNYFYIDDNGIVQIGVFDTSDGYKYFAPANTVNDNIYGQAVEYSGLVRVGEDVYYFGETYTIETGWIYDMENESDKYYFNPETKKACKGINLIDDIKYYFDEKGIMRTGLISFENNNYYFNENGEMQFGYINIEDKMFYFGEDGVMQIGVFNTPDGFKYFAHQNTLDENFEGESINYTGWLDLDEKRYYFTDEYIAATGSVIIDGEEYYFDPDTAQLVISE
# FadD28 binding = inhibitors of FadD28 bisubstrate probe binding, primary screen, biochemical, fluorescence polarization, single point. 360,000 tested, 0.22% active. Mycobacterium tuberculosis FadD28 fatty-acid-AMP ligase. inhibition, % at 12.5 µM; in the data active = inhibition above about 8.5%, passing the limit was not always enough
# BH1578 lux ind = inducers of Vibrio cholerae quorum light production without autoinducers, primary screen, BH1578 luxS cqsA deficient, single point | V. cholerae BH1578 lux reporter, luminescence, 6 h | activation, % at 18.7 µM | 350,000 tested, 0.16% active | AID 588436, 2011; in the data active = activation mostly above about 9.7%, no sharp cut-off; note: not every result past the cut was called active; inactives centre near 0; reference of the scale not given here
# * = called active by the depositor; i = inactive; . = not tested or not shown; & = joins results of further samples.
no.	mol	BH1578 lux ind	BioA inh	UGM FP inh	TcdB GH inh	FadD28 binding
1	O=C(CCCN1C(=O)c2ccccc2C1=O)NCc1ccc(F)cc1	i	-1.3	2.6	0.1	-1.6
2	C=CCOc1ccccc1CN1CCC(Oc2ccc(C(=O)N3CCCC3)cc2)CC1	i	0.6	-3.9	-1.3	-1.1
3	CCc1nc2ccc(C(=O)Nc3cccc(OCC(=O)N(C)C)c3)cn2c1N(C)C(=O)c1ccncc1	-0.4	1.2	.	0.1	-0.7
4	COc1cccc(/C=C2\N=C(c3cncc(Br)c3)OC2=O)c1	-0.6	-1.2	-0.6	0.0	-4.2
5	COC(=O)C1CC(=O)N(c2ccc(OCc3ccccc3Cl)cc2)C1 (stereo not drawn)	i	1.8	1.2	0.7	-0.3
6	COc1cc(OC)c2c(-c3cccc(-c4ccc(F)c(Cl)c4)c3)cc(=O)oc2c1	i	-1.1	.	1.3	-1.7
7	CC(/C=C/c1ccccc1)=N\Nc1nc(-c2ccccc2)cs1	-0.2	0.2	1.8	-0.8	-0.8
8	CCC1C(c2ccccc2)=CCC(C(=O)O)C1C (stereo not drawn)	-4.3	-1.3	.	0.1	-2.9
9	CCn1c(SCC(=O)N2CCCCC2)nc2c(c1=O)SC(C)C2 (stereo not drawn)	i	6.4	0.6	0.9	-0.4
10	N#Cc1ccc(C(=O)CSc2nnc(-c3ccc(C(F)(F)F)cn3)s2)cc1	-0.6	0.5	-0.3	0.6	0.0
11	COC(=O)C(C)Sc1n[nH]c(=S)s1 (stereo not drawn)	4.5	.	0.2	.	-1.8
12	CCCCCCNC(=O)O[C@]12C[C@@H](C(=O)OC)[C@@H](C(=O)OC)C[C@@]1(O)CN(S(=O)(=O)c1ccc(C)cc1)C2	-0.6	0.0	.	0.0	-0.6
13	CCc1nc2sccc2c(=O)[nH]1	i	-3.5	8.9	1.8	-2.0
14	COc1ccccc1C(=O)Nc1ccnn1C1CCN(Cc2ncc[nH]2)CC1	6.7	2.6	-3.7	0.5	-0.1
15	Cc1nn(C(C)c2n[nH]c(=S)n2-c2ccc(F)cc2)c(C)c1[N+](=O)[O-] (stereo not drawn)	-1.8	-1.7	-2.7	.	-1.4

no.	PfHsp40 rescue	Y pestis TopoI	Mtb FBA inh	GDH-TPI counter
1	0.9	-17	2	3
2	0.8	29	3	3
3	.	-7	2	13
4	-0.1	0	1	4
5	-0.5	35	1	-1
6	-0.7	-2	1	8
7	0.7	-13	2	32*
8	5.6	2	2	9
9	-0.1	10	1	23
10	-0.6	-5	0	-5
11	-0.6	-1	0	1
12	.	18	-2	3
13	0.7	-2	0	-1
14	1.2	-4	-3	-12
15	0.3	7	-3	15

# Already shown: entries from further up.
no.	mol	BH1578 lux ind	BioA inh	UGM FP inh	TcdB GH inh	FadD28 binding
6	COc1cc(OC)c2c(-c3cccc(-c4ccc(F)c(Cl)c4)c3)cc(=O)oc2c1	i	-1.1	.	1.3	-1.7
7	CC(/C=C/c1ccccc1)=N\Nc1nc(-c2ccccc2)cs1	-0.2	0.2	1.8	-0.8	-0.8
8	CCC1C(c2ccccc2)=CCC(C(=O)O)C1C (stereo not drawn)	-4.3	-1.3	.	0.1	-2.9

no.	PfHsp40 rescue	Y pestis TopoI	Mtb FBA inh	GDH-TPI counter
6	-0.7	-2	1	8
7	0.7	-13	2	32*
8	5.6	2	2	9

# Next section
no.	mol	BH1578 lux ind	BioA inh	UGM FP inh	TcdB GH inh	FadD28 binding
16	O=C1C2CCCN2C(c2cccnc2)N1c1cccc(Cl)c1 (stereo not drawn)	-0.4	-0.8	-0.8	1.2	-0.7
17	CCCCCCCCCS(=O)(=O)Nc1cc(C)ccn1	i	-0.5	-0.2	1.9	-2.2
18	CCCC(O)(CCN1CCOCC1)c1ccc(Cl)cc1 (stereo not drawn)	-0.5	-1.4	-1.7	-0.2	-4.0
19	O=C(O)c1ncn(Cc2ccc(Br)cc2)c1C(=O)O	i	.	-0.4	0.4	-0.3
20	CCOc1ncccc1C(=O)N1CCCSC1=Nc1ccccc1OC	-0.9	.	0.9	1.4	0.7
21	Cc1cccc(NC(=S)N(CCN(C)C)Cc2cccs2)c1	-0.4	0.5	-2.0	0.5	-0.1
22	COC(=O)CN=C1OC(=O)N2C(=O)C3=C4[C@@H](C[C@H]5C(=O)N(c6ccccc6)C(=O)[C@H]5[C@H]4[C@@]12Cc1ccccc1)[C@H]1C(=O)N(c2ccccc2)C(=O)[C@H]1[C@H]3C	1.0	-0.4	-0.6	1.9	0.9
23	Cc1nnc(SC(C)C#N)n1-c1ccccc1 (stereo not drawn)	-0.3	.	-3.0	1.3	-1.0
24	CCN1C(=O)c2ccccc2Sc2ccc(C(=O)O)cc21	i	0.3	0.4	0.8	-2.2
25	CCOC(=O)c1cc(C(=O)OCC)c(=O)[nH]c1SCc1ccccc1	i	-0.4	-0.4	-1.9	-0.4
26	Cc1c(C)n(CC(O)CN2CCN(C)CC2)c2ccccc12 (stereo not drawn)	1.7	0.0	0.8	-1.0	-2.5
27	O=C(COC(=O)[C@@H]1CC(O)CN1S(=O)(=O)c1ccc2c(c1)OCCO2)Nc1cc(F)ccc1F (stereo partly drawn)	i	0.1	2.7	0.3	-2.6
28	COc1ccc(N2CCN(C(=O)c3ccc(C)c(NC(=O)C4=C(C)OCCS4)c3)CC2)cc1	3.4	0.6	0.3	1.5	-0.3
29	COc1ccccc1-c1nn(-c2ccccc2)cc1C(=O)N1CCN(C(=O)c2ccco2)CC1	i	-1.9	-0.9	-0.9	-0.8
30	CN(C)CC/C=C1/c2ccccc2CS(=O)(=O)c2ccccc21	-0.5	-0.4	-1.5	-1.5	-1.3

no.	PfHsp40 rescue	Y pestis TopoI	Mtb FBA inh	GDH-TPI counter
16	-0.5	-7	3	2
17	-0.2	24	16	6
18	-0.5	8	1	1
19	0.6	1	-6	5
20	-0.4	7	-1	3
21	2.7	-4	-1	-2
22	-0.5	7	3	1
23	-0.9	1	-1	-7
24	-0.2	3	-1	-2
25	0.3	-3	11	10
26	-1.4	-11	9	10
27	0.7	-5	0	4
28	2.6	36	-2	6
29	0.0	11	3	9
30	19	-4	-2	4

# 3 entries from above, ordered by heavy-atom count, ascending:
no.	mol	BH1578 lux ind	BioA inh	UGM FP inh	TcdB GH inh	FadD28 binding
19	O=C(O)c1ncn(Cc2ccc(Br)cc2)c1C(=O)O	i	.	-0.4	0.4	-0.3
17	CCCCCCCCCS(=O)(=O)Nc1cc(C)ccn1	i	-0.5	-0.2	1.9	-2.2
20	CCOc1ncccc1C(=O)N1CCCSC1=Nc1ccccc1OC	-0.9	.	0.9	1.4	0.7

no.	PfHsp40 rescue	Y pestis TopoI	Mtb FBA inh	GDH-TPI counter
19	0.6	1	-6	5
17	-0.2	24	16	6
20	-0.4	7	-1	3

# A few values from above.
# Y pestis TopoI with cpd 30 : -4
# BH1578 lux ind with cpd 26 : 1.7

# New compounds follow
no.	mol	BH1578 lux ind	BioA inh	UGM FP inh	TcdB GH inh	FadD28 binding
31	COc1cc(/C=N/NC(=O)CN2CCCCC2)ccc1OCc1ccc(Br)cc1	-0.3	.	0.3	.	-0.9
32	COC(=O)c1ccccc1S(=O)(=O)N1CCC(C(=O)NCC2CCCO2)CC1 (stereo not drawn)	-0.9	-0.1	1.4	-1.5	-0.3
33	COc1ccc(N2CCN(C(CNS(=O)(=O)c3cc(F)ccc3F)c3cccnc3)CC2)cc1 (stereo not drawn)	5.0	0.2	-1.5	.	-3.6
34	CCCNC(=O)COC(=O)c1ccc(OCC(=O)Nc2ccccc2OC)c(OC)c1	-0.3	-0.6	1.8	.	0.4
35	Cc1nnc(SCC(=O)NCc2ccco2)n1-c1ccccc1	.	-2.0	2.1	.	-0.3
36	CCCOC(=O)Nc1sc2c(c1C(N)=O)CCCC2	i	.	-0.9	-0.3	-2.4
37	CN(C)/C=N/C1=C(C#N)C(c2cccs2)c2ccc3ccccc3c2O1 (stereo not drawn)	-0.5	.	.	1.5	-2.5
38	O=C(NC(=S)Nc1ccc(N2CCCCC2)cc1)c1ccc2c(c1)OCCO2	i	.	-0.6	1.5	-1.4
39	O=C(CSc1nc2ccccc2n1Cc1ccccc1)N/N=C/c1ccco1	-0.5	3.4	1.4	.	-6.5
40	Cc1ccnc(NC(=O)CS(=O)(=O)c2ccccc2)c1	-2.1	-0.3	-1.8	-0.2	-2.3
41	Cc1cccn2cc(-c3ccccc3)nc12	i	-0.1	0.1	.	1.2
42	COc1ccccc1/C=C\C(=O)NCC(=O)N/N=C(/C)c1cccc([N+](=O)[O-])c1	-0.2	-0.1	0.4	-6.5	-1.6
43	CCn1c(C)cc(/C=C2/NC(=O)N(CC(=O)Nc3cccc(C)c3)C2=O)c1C	i	-1.2	2.0	.	0.2
44	O=C(Cc1ccccc1)NN1C(=O)C2C3C=CC(C3)C2C1=O (stereo not drawn)	i	0.5	0.8	.	-2.3
45	Cc1cc(=O)[nH]c2nc3ccccc3n12	i	-1.9	.	0.6	-0.3

no.	PfHsp40 rescue	Y pestis TopoI	Mtb FBA inh	GDH-TPI counter
31	-1.2	12	-1	11
32	0.4	-5	1	8
33	1.3	13	-1	-1
34	-0.1	5	1	2
35	-1.5	8	0	-3
36	-1.5	-16	-3	-1
37	-0.6	24	-1	6
38	-1.0	7	2	10
39	0.1	11	2	12
40	-0.9	4	2	-1
41	2.3	3	18	7
42	0.2	15	1	7
43	-0.7	-5	2	12
44	-0.7	4	-5	-4
45	.	-2	47*	16

# (continued)
no.	mol	BH1578 lux ind	BioA inh	UGM FP inh	TcdB GH inh	FadD28 binding
46	C[C@H]1Cn2cnc(C(=O)N[C@H](C)c3ccccc3)c2C(=O)N1	-0.4	-0.7	.	1.4	0.1
47	Cc1cc2[nH]c(=O)c(=O)[nH]c2cc1S(=O)(=O)Nc1ccccc1F	-0.4	-4.1	.	-1.0	0.2
48	COc1ccc2cc(C3CC(c4ccco4)=NN3S(=O)(=O)c3ccccc3)c(Cl)nc2c1 (stereo not drawn)	-0.1	.	2.2	.	1.5
49	Cc1ccc(-c2c(C(=O)NC(C)C)oc(=O)c3ccccc23)cc1	-0.5	1.9	-2.9	0.7	-1.4
50	COCCn1cnc2c(c1=O)c1nc3ccccc3nc1n2/N=C/c1cccc(OC)c1	-0.7	.	-0.5	1.7	-4.3
51	COc1ccc(C2N3CC4(C)CN2CC(C)(C3)C4O)cc1 (stereo not drawn)	-0.5	-1.2	-2.4	0.6	0.1
52	O=C(Oc1cccnc1)c1cc(S(=O)(=O)N2CCOCC2)ccc1Cl	-3.6	-0.6	0.0	0.4	-2.3
53	CCCn1c(=O)[nH]c(=O)c2c1nc(-c1ccc(OC(F)F)c(OC)c1)n2CCOC	0.6	6.1	1.4	.	-2.0
54	Cc1cccc(S(=O)(=O)c2c(C)cc(C)nc2Cl)c1	-0.8	.	-3.6	0.2	0.1
55	CC(C)CCNC(=O)C1CCN(S(=O)(=O)c2ccc3c(c2)CC(C)N3C(=O)C2CCC2)CC1 (stereo not drawn)	-0.3	0.7	6.3	-1.0	-0.8
56	c1ccc(C(CN2CCCCC2)c2ccccc2)cc1	-8.3	0.6	.	0.0	.
57	Cc1ccc(C(=O)Nc2cccc(C(F)(F)F)c2)cc1NC(=O)c1csc(-c2ccncc2)n1	-0.7&-0.3	-2.7&-1.1	1.6	.	-2.3&-4.1
58	O=C(NCCc1ccc(Cl)cc1)Nc1ccc(Cl)cc1	1.1	-2.5	0.4	1.0	-3.3
59	O=C(Nc1ccccc1Br)c1cccc2ccccc12	-0.5	6.8	-0.6	-1.1	-0.5

no.	PfHsp40 rescue	Y pestis TopoI	Mtb FBA inh	GDH-TPI counter
46	.	3	0	6
47	-1.2	-8	2	26
48	0.1	24	2	7
49	-0.9	3	3	7
50	1.3	3	1	17
51	1.7	7	2	-3
52	0.4	8	-2	3
53	1.5	6	21	8
54	-0.9	-3	5	0
55	0.2	27	0	0
56	-0.4	1	0	2
57	-1.0	-2&4	2&-1	-3&-2
58	-0.7	-1	-4	-8
59	.	-6	0	13

# Source: PubChem

# Outcome played no part in choosing rows; overall some 4.6% were active at least once.
